Screens: PubChem BioAssay, National Center for Advancing Translational Sciences (NCATS)
PTHR1 agonist = PTHR1 (human) receptor agonism. Q03431. HEK293 GP2 PTHR1 cells, GloSensor cAMP luminescence, 1 h. Potency, µM (highest dose often 115 µM), without a hit: at the highest dose activation, most hits filed as activators. 410,000 tested, 0.075% active. AID 743266; further: potency means the concentration at half of the fitted maximal effect; nearly all actives have a fitted effect of over 55% in size; some results filed as inactive show a strong effect at the top dose; inactives centre near -15; many of its hits are not listed in these tables
Target sequence (Q03431 whole entry, looked up): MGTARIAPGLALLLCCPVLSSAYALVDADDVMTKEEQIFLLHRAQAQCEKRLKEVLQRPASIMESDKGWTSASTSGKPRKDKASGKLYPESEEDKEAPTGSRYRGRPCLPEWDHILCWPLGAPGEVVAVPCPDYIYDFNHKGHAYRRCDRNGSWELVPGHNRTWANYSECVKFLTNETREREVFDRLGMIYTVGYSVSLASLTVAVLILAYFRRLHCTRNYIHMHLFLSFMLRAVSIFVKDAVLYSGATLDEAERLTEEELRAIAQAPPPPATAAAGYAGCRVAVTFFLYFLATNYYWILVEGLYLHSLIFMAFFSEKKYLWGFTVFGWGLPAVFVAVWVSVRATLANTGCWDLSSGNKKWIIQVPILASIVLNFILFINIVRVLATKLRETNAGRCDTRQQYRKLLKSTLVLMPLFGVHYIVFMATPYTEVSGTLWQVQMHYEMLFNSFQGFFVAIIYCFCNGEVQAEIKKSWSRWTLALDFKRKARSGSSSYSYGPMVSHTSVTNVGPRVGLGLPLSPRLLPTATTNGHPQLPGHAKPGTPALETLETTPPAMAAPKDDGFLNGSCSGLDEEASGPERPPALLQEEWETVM
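HEK-293-derived GP2 cells expressing PTHR1 and a GloSensor cAMP reporter, 3,000/well, plated overnight, given luciferin plus IBMX (each 0.5 mM as added) for 1 h at 37 °C, then compound for 1 h at 37 °C. Luminescence was read after 15 min at room temperature.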
FUS suppressor = FUS proteinopathy suppression in yeast; 390,000 tested, 0.24% active; Potency, µM (top dose mostly 76.6 µM), for inactives: at the top dose growth rescue (activation), usual class: activators; S. cerevisiae FUS-expressing, growth rescue, OD600, 24 h;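 further: potency means the concentration at half of the fitted maximal effect; plate controls were DMSO vehicle for no effect and reference control for full effect; nearly all actives have a fitted effect of over 55% in size; some results filed as inactive show a strong effect at the top dose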
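Quantitative HTS measuring growth restoration of FUS-toxic yeast. Galactose-induced cells (OD 0.005) were exposed 24hr at 30C to compounds at several concentrations, then absorbance at 600 nm was recorded.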
GLP1R cytotox = cytotoxicity counter-screen for GLP-1 receptor inverse agonists; HEK293 cAMP-luciferase reporter cells, luminescence, 24 h; Potency, µM (titrated, usually from 38.3 µM), inactives show at the highest dose activity change, negative = inhibition, actives largely listed as inhibitors; 410,000 tested, 0.13% active;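 further: loss of luciferase light is scored as toxicity; potency means the concentration at half of the fitted maximal effect; on the % scale 0 is the no-effect control and ±100 the full control effect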
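To flag toxic compounds, the library was rerun on cells for 24 hr at 37 deg C and 5% CO2. Viability-linked luminescence was captured 12 min after adding luciferase detection reagent.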
aSyn rescue = inhibitors of alpha-synuclein toxicity in yeast. Yeast expressing alpha-synuclein, growth rescue, BacTiter-Glo, 24 h. Potency, µM (titrated, usually from 46.1 µM), inactives show top-dose growth rescue (activation), usual class: activators. 370,000 tested, 0.14% active; further: potency means the concentration at half of the fitted maximal effect; % of control where 0% means no effect; nearly all actives have a fitted effect of over 65% in size
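Galactose-induced alpha-syn yeast (OD600=0.02, raffinose-pregrown) + pinned cpd, 24 hr, 30 deg C; growth by BacTiter-Glo luminescence. Growth restoration scores as activation.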
Mm-Cpn inhibitor = blocks the Methanococcus maripaludis chaperonin Mm-Cpn. Potency, µM (series often up to 76.9 µM), inactives show at the highest dose activity, negative = inhibition, usual class: inhibitors. AID 504842. purified Mm-Cpn ATPase, ADP Transcreener TR-FRET. 330,000 tested, 0.031% active; further: potency means the concentration at half of the fitted maximal effect; on the % scale 0 is the no-effect control and ±100 the full control effect; nearly all actives have a fitted effect of over 80% in size
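Measured: ADP formation by purified Mm-CPN. Conditions: 25 nM protein, 10 uM ATP, Tris pH 7.4 with Mg2+, K+ and DTT, 37°C for 30 min. Detection: Transcreener HTRF after 30 min at room temperature.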
TDP43 rescue = inhibitors of TDP-43 toxicity in yeast. AID 652104. 410,000 tested, 1.8% active. Potency, µM (titrated, usually from 46.1 µM), for inactives: at the top dose growth rescue (activation), actives largely listed as activators. TDP-43 expressing yeast growth rescue, BacTiter-Glo, 24 h; further: potency means the concentration at half of the fitted maximal effect; % of control where 0% means no effect; nearly all actives have a fitted effect of over 50% in size
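In this qHTS, compounds that restore growth of yeast expressing TDP-43 appear as activators. Cells (OD600=0.02, galactose medium, raffinose-pregrown) are incubated with compound 24 hr at 30 deg C and growth is quantified by BacTiter-Glo.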
GLP-1R inv ag = GLP-1 receptor (human) inverse agonism. P43220. HEK293 GLP-1R CRE-luciferase, luminescence, 24 h; GLP-1R form is constitutively active. Potency, µM (highest dose often 38.3 µM), for the others: top-dose activity change, negative = inhibition, actives largely listed as inhibitors. 410,000 tested, 1.6% active. AID 624417; further: potency means the concentration at half of the fitted maximal effect; on the % scale 0 is the no-effect control and ±100 the full control effect; nearly all actives have a fitted effect of over 55% in size
Target sequence (P43220 whole entry, looked up): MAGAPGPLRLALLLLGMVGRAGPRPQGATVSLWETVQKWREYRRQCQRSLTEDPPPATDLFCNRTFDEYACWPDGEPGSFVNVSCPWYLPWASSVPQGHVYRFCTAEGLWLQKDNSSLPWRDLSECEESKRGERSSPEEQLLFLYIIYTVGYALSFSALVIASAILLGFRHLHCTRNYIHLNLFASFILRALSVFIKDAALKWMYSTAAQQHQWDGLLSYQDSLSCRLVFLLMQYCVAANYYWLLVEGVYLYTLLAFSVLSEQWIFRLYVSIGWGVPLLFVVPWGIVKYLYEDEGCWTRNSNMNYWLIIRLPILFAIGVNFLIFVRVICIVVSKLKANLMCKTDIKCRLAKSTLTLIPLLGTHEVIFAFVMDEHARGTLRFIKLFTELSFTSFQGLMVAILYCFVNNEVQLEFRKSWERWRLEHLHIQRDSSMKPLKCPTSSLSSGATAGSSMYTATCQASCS
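Assay principle: reduced luminescence from a cAMP-responsive reporter in HEK293 cells co-expressing a constitutively active GLP-1R. Conditions: 24 hr compound incubation, 37 deg C, 5% CO2.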
Abeta rescue = A-beta toxicity reversal in yeast | yeast expressing A-beta42, growth rescue, OD600, 48 h; response scale: 0% DMSO, 100% iron-clioquinol control | Potency, µM (doses to about 46.1 µM), for the others: at the highest dose growth rescue, most hits filed as activators | 410,000 tested, 0.063% active; further: potency means the concentration at half of the fitted maximal effect; nearly all actives have a fitted effect of over 55% in size
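Yeast growth medium received pinned compounds, then yeast cells expressing toxic A-beta were added; plates incubated at 30 C for 48 hr. Growth read as absorbance at 600 nm, normalized to DMSO and equimolar FeCl3 plus clioquinol controls.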
Akt phos inh = blocks phosphorylation of Akt; Neuro2A IGF-stimulated pAkt S473 HTRF, 20 min; active compounds read low; activity change, % for hits at 50 µM; 360,000 tested, 0.32% active; in the data active means activity change below about -80%; inconclusive means mostly about -51% to -80%; further: on the % scale 0 is the no-effect control and ±100 the full control effect
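Neuro2A cells (4,500/well, DMEM with 0.5% FBS) were treated with compound at a single 50 µM final concentration, stimulated with 6 nM IGF for 20 min at 37 °C, and lysed. Phospho-Akt Ser473 was read by HTRF as 665/615 ratio ×10^4.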
Numbers without * were called inactive; i = inactive; ? = inconclusive; nt = no result given; & = joins results of further samples; [ ] = remark or other dose. Unless noted, the call rests on the fitted dose curve; in most records, active means well fitted curve in the direction sought with a large enough effect; inconclusive means small, poorly fitted or top-dose-only effect, or another doubt; inactive means no such curve, though single readings can be large; an effect the other way counts as inactive or inconclusive. An excerpt; count on the stated rates, not on these rows.

SMILES	PTHR1 agonist	FUS suppressor	GLP1R cytotox	aSyn rescue	Mm-Cpn inhibitor	TDP43 rescue	GLP-1R inv ag	Abeta rescue	Akt phos inh
CC(C)(C)OC(=O)NCCCCCNC(=O)c1[nH]cnc1C(=O)N[C@@H](Cc1ccccc1)C(=O)OC(C)(C)C	-18.6%	?	-7.0%	-1.8%	-0.1%	-6.4%	-4.6%	-3.4%	i
CC(C)CCN1C(=O)CCC1(C)C(=O)NC1CCCCCC1 (stereo not drawn)	i	20.3%	0.7%	0.1%	-5.4%	-11.3%	-3.5%	5.8%	i
COc1ccc(NC(=O)C(=O)NCCc2csc3nc(-c4ccccc4F)nn23)cc1OC	24.9%	?	-12.7%	nt	nt	11.4%	13.3%	3.5%	nt
O=C(NCC(c1ccc(F)cc1)N1CCOCC1)c1ccc(-c2ccccc2)cc1 (stereo not drawn)	-38.2%[inhibitor]	11.8%	2.4%	1.8%[1.84 µM]	-5.4%	-5.3%	-15.8%	-4.1%	i
Cc1ccc2c(Cl)c(C(=O)Nc3ccc4c(c3)OCO4)sc2c1	i	10.5%	-13.0%	-10.7%	-1.4%	-10.5%	28.3%	-3.4%	i
N#C/C(N=Nc1ccccc1O)=N\Nc1ccccc1O	-41.4%[inhibitor]	5.0%	10µM*	-71.6%[inhibitor]	-2.3%	-92.9%[inhibitor]	?	-87.1%[inhibitor]	i
CC(C)Cc1nnc(NC(=O)CCC(=O)N2CCN(Cc3ccc(F)cc3)CC2)s1	-41.2%[inhibitor]	-2.9%	-5.1%	9.4%	-7.3%	3.8%	-18.3%	7.0%	i
Cc1ccc(C)c(OCC(=O)NNC(=O)CCN2CCN(c3ccccc3)CC2)c1	i	nt	?	-7.8%	1.7%	-3.2%	?	-1.5%	i
CC(C)(C)OC(=O)N1CCC(NC(=O)c2[nH]cnc2C(=O)Nc2ccc(Br)cc2F)CC1	-28.6%	-23.1%	0.0%	-4.2%	nt	?	3.6%	-5.1%	i
COc1ccccc1NC(=O)CSc1nnnn1C1CCCC1	i	1.4%	22.0%	3.4%	-0.5%	-0.2%	-31.4%	13.1%	i
COc1ccc(C(C)NC(=O)C2C(=O)NC3(C)CC2c2ccccc2O3)cc1 (stereo not drawn)	i	-3.1%	10.0%	-0.2%	-0.4%	-8.9%	-29.8%	4.2%	i
Cc1ccnc(Nc2nc3ccccc3o2)n1	-37.9%	-20.5%	?	-0.4%	0.9%	16.0%	2.51µM*	1.0%	i
Cc1cccc(CCNC(=O)C2CCCN(S(=O)(=O)c3cccc4nsnc34)C2)c1 (stereo not drawn)	i	5.5%	-12.5%	-7.7%	2.5%	11.0%	?	7.4%	i
COc1ccccc1-c1nc2n(n1)C(c1ccc(Cl)cc1)C(C(N)=O)=C(C)N2 (stereo not drawn)	i	13.0%	-10.6%	6.5%	1.5%	7.6%	2.7%	12.1%	i
CCOC(=O)c1cn(CC(=O)Nc2ccc(OC)cc2OC)nn1	-1.0%	-20.2%&-2.5%	-3.1%&0.2%	-0.5%	4.1%	3.6%&14.4%	14.9%&9.7%	-0.8%&-9.1%	i
C=CC[N+]1(CC#CCOC(c2ccccc2)c2ccccc2)CCOCC1	-7.3%[57.5 µM]	14.0%	9.2%	-5.4%	0.9%	-6.5%	0.0%	-0.8%	i
O=C(COC(=O)CNC(=O)C1CCCCC1)NCc1ccc(Cl)cc1	-20.4%	-6.4%	3.2%	3.1%	1.4%	11.1%	10.0%	2.7%	i
Cc1ccc(SC(=O)COc2ccc(C)c(C)c2)cc1	i	-21.6%	-4.2%	8.1%	0.7%	2.6%	?	-11.1%	i
O=C(CCN1C(=O)CSc2ccccc21)Nc1ccc(C(F)(F)F)cc1	-41.5%	-2.4%	-19.6%	7.7%	-0.3%	18.6%	?	2.6%	i
O=C(c1ccc(F)cc1)C1CCN(C(=S)Nc2ccccc2Cl)CC1	-40.8%[inhibitor]	8.0%	-1.2%	5.5%	-3.4%	?	?	23.7%	i
CCOC(=O)CC(C(=O)OCC)P(=O)(c1ccccc1)c1ccccc1 (stereo not drawn)	-12.2%	-7.4%	1.6%	14.8%	0.9%	-2.5%	-7.8%	5.3%	i
Cc1ccccc1C1CC(c2ccccc2OC(F)F)Nc2ncnn21 (stereo not drawn)	i	30.7%	-14.9%	-10.2%	0.7%	5.2%	?	14.3%	i
Cc1cc(C)c2nc(N3C(=O)C(O)=C(C(=O)c4ccco4)C3c3cccc(O)c3)sc2c1 (stereo not drawn)	-42.7%	?	-18.0%	14.5%	-4.2%	10.7%	1.3%	-18.5%	i
CCOC(=O)N1CCN(C(=O)C2CCCN(S(=O)(=O)c3ccc(C)cc3)C2)CC1 (stereo not drawn)	-13.6%[57.5 µM]	23.6%	5.2%	-0.7%	-1.7%	-15.2%	-1.5%	6.7%	i
Cc1nc(N)nc(Cl)c1CCC1OCCO1	-16.3%	-9.4%	20.8%	-0.1%	nt	6.7%	74.2%[activator]	-5.2%	i
CCn1c(/C=C/N(C(C)=O)c2ccccc2)[n+](CCCS(=O)(=O)[O-])c2cc(Cl)c(Cl)cc21	i	8.8%	-16.4%	1.5%	0.0%	-2.3%[9.22 µM]	-7.9%	9.1%	i
COc1ccc(C(=O)N[C@H](C(=O)OCc2nc3ccsc3c(=O)[nH]2)C(C)C)cc1	i	10.0%	3.1%	-6.9%	-0.4%	10.1%	15.6%	15.7%	i
CCOC(=O)CC(NC(=O)Cn1nnc(-c2ccc(Cl)cc2)n1)c1ccc(OC)cc1 (stereo not drawn)	-30.2%[inhibitor]	-7.3%	-11.0%	0.3%	nt	4.4%	-4.0%	-4.1%	nt
CC[C@H](C)[C@@H](CO)NC(=O)[C@H]1O[C@@H](n2ccc(=O)[nH]c2=O)[C@H](O)[C@@H]1O	-18.2%	-27.2%	0.9%	-10.2%	nt	2.5%	29.6%	-18.6%	i
OCCC1CN(Cc2ccon2)CCN1CCc1ccccc1 (stereo not drawn)	i	6.4%	4.0%	-0.1%	-1.8%	nt	-3.8%	-4.4%	i
COc1ccccc1NC(=O)CSc1nnc(Cn2cnc3ccccc32)o1	-1.9%	25.9%	13.2%	-3.1%	0.9%	-6.4%	4.2%	-15.2%	i
O=C(Nc1ccc2c(c1)OCO2)c1cc(-c2ccc(O)cc2)on1	-19.5%	32.1%	?	-2.8%	-1.2%	-12.7%	9.9%	1.4%	i
COc1cccc(OCC(=O)Nc2ccccc2C(=O)Nc2ccc(C(=O)O)cc2)c1	-11.5%	23.2%	-1.2%	-7.7%	1.0%	-15.5%	73.4%[activator]	?	i
CC(=O)N1CCc2cc(S(=O)(=O)NC(CC(C)C)C(=O)NCCc3cccc(C)c3)ccc21 (stereo not drawn)	i	10.9%	-1.5%	nt	nt	25.3%	-1.2%	2.3%	nt
CC(=O)c1cc2c(cc1NC(=O)c1ccc(Cl)cc1)OCCO2	-38.6%[inhibitor]	18.8%	12.7%	6.1%	-0.9%	-12.0%	-21.5%	-3.9%	i
CCNC(=O)c1ccccc1-c1nc(-c2ccccc2OC)no1	i	24.2%	-0.1%	13.0%	-0.7%	12.5%	-2.6%	5.0%	i
CSc1cccc(NC(=O)CN2C(=O)CCc3cc(S(=O)(=O)N4CCCCC4)ccc32)c1	i	29.0%	-7.4%	nt	nt	?	?	1.7%	nt
CCN(C(=O)CSc1ncccn1)c1c(N)n(Cc2ccccc2)c(=O)[nH]c1=O	-4.0%	nt	-4.4%	1.2%	3.3%	0.0%	5.8%	2.7%	i
COc1ccc(NC(=O)Nc2ccc3nonc3c2)cc1	-21.4%	12.6%	4.7%	-6.6%	1.8%	-5.9%	3.6%	-5.1%	i
CCc1nc2c(OCCn3cccc3)cccn2c1N(C)C(=O)c1ccc(OC)cc1	-12.5%	16.8%	-1.8%	2.5%	nt	12.0%	13.9%	-14.9%	i

Reprinted at random: four entries already listed.
SMILES	PTHR1 agonist	FUS suppressor	GLP1R cytotox	aSyn rescue	Mm-Cpn inhibitor	TDP43 rescue	GLP-1R inv ag	Abeta rescue	Akt phos inh
Cc1ccc2c(Cl)c(C(=O)Nc3ccc4c(c3)OCO4)sc2c1	i	10.5%	-13.0%	-10.7%	-1.4%	-10.5%	28.3%	-3.4%	i
CCn1c(/C=C/N(C(C)=O)c2ccccc2)[n+](CCCS(=O)(=O)[O-])c2cc(Cl)c(Cl)cc21	i	8.8%	-16.4%	1.5%	0.0%	-2.3%[9.22 µM]	-7.9%	9.1%	i
Cc1ccc(C)c(OCC(=O)NNC(=O)CCN2CCN(c3ccccc3)CC2)c1	i	nt	?	-7.8%	1.7%	-3.2%	?	-1.5%	i
COc1ccc(C(=O)N[C@H](C(=O)OCc2nc3ccsc3c(=O)[nH]2)C(C)C)cc1	i	10.0%	3.1%	-6.9%	-0.4%	10.1%	15.6%	15.7%	i

Rewritten bar-delimited: entries from further up
mol | PTHR1 agonist | FUS suppressor | GLP1R cytotox | aSyn rescue | Mm-Cpn inhibitor | TDP43 rescue | GLP-1R inv ag | Abeta rescue | Akt phos inh
COc1ccccc1NC(=O)CSc1nnc(Cn2cnc3ccccc32)o1 | -1.9% | 25.9% | 13.2% | -3.1% | 0.9% | -6.4% | 4.2% | -15.2% | i
O=C(Nc1ccc2c(c1)OCO2)c1cc(-c2ccc(O)cc2)on1 | -19.5% | 32.1% | ? | -2.8% | -1.2% | -12.7% | 9.9% | 1.4% | i
